# proCasp3 act: activators of human procaspase-3; P42574; recombinant procaspase-3 D3A, Ac-DEVD-pNA absorbance 405 nm; activation, % at 8.5 µM; 330,000 tested, 0.11% active;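 active = activation above the mean of all tested compounds plus 3 SD, cut at about 21% in these data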;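 also: 0% = DMSO alone and 100% = DMSO wells spiked with extra 5 µM PC-3 D3A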
# Target sequence (P42574 whole entry D9A/D28A/D175A): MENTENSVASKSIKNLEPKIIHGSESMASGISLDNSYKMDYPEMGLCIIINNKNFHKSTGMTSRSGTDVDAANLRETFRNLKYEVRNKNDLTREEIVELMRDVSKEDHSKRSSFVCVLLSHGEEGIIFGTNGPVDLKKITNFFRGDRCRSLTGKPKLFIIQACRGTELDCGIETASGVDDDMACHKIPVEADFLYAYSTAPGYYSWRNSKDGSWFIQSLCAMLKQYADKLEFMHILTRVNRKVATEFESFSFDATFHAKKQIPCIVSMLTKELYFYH
#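 assay system = Procaspase-3 D3A mutant | signal = absorbance at 405 nm, 0 and 120 min | times = 1 h preincubation plus 2 h reaction at 25 °C | repeats = single replicate | read-out = % activation between DMSO and enzyme-spiked controls | medium = Zinc-free HEPES saline buffer with Triton X-100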
# core dimer inh: HCV core protein dimerization inhibition; AID 1899; TR-FRET GST/Flag-core106 dimerization, 1536-well; inhibition, % at 5 µM; 300,000 tested, 0.33% active;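 active = inhibition above the mean of all tested compounds plus 3 SD, set per screening campaign, cut at about 45% in these data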
#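 Test system: GST/Flag-tagged HCV core106 proteins; Medium: KF-containing HEPES buffer, pH 7.45, DTT, CHAPS, BSA; Times: compound-protein-antibody incubation 4 h at 22.5 °C; Detection: TR-FRET 671 and 617 nm emission; Benchmarks: wells lacking GST-core106 and wells with excess unlabelled core106.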
# JMJD2C inh: blocks human GASC-1 demethylase activity. GST-JMJD2C(1-420) H3K9me3 demethylation, DELFIA europium. inhibition, % at 2.35 µM. 330,000 tested, 0.069% active. AID 2099;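 active = more than half of a compound's replicate wells show inhibition beyond 50%, single wells judged on their own value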;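 also: signal counts dimethyl H3K9 product captured on neutravidin plate; 0% = median of DMSO wells and 100% = 0.3 times that DMSO median; strong numbers were not always called active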
# Fh CTSL1 inh: cathepsin L1 inhibition, PFM18AAP counter-screen; recombinant F. hepatica cathepsin L1, Z-Leu-Arg-MCA fluorescence; inhibition, % at 5.96 µM; 300,000 tested, 0.49% active; AID 1906;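 active = inhibition above the mean of all tested compounds plus 3 SD, set per screening campaign, cut at about 17% in these data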;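 also: 0% = plate median of test compound wells and 100% = 1 µM Z-Phe-Ala-diazomethylketone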
# PP5 inh: blocks human protein phosphatase 5 activity. purified PP5c, OMFP substrate fluorescence. 320,000 tested, 0.18% active. P53041. inhibition, % at 6.7 µM;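 active = inhibition above the campaign's mean inhibition across all tested compounds plus 3 SD, cut at about 9.5% in these data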;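 also: 0% = DMSO only and 100% = 100 µM cantharidin control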
# Target sequence (P53041 whole entry, looked up): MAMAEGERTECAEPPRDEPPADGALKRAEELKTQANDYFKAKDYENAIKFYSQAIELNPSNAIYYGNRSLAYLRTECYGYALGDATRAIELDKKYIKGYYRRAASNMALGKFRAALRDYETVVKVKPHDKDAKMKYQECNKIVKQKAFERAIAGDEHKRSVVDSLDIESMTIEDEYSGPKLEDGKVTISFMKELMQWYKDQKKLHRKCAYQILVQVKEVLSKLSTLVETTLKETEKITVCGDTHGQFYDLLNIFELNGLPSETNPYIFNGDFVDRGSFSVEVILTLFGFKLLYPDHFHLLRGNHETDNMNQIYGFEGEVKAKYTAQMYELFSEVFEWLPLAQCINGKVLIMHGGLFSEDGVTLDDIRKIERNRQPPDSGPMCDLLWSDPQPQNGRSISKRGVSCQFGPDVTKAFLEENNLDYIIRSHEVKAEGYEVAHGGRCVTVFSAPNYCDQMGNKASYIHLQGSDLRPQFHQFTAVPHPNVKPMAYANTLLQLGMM
# Efflux pump mplx: inhibitors of Candida antifungal efflux pumps expressed in yeast | S. cerevisiae Candida pump triplex, Nile Red efflux | 330,000 tested, 0.44% active | inhibition, % at 10 µM;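 active = plate passing quality check with inhibition over a set limit, or well fluorescence over plate mean plus 4 SD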;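 also: Nile Red retained in pooled yeast measured as flow cytometry median fluorescence; 0% = buffer negative control and 100% = Enniatin B positive control; higher means more Nile Red kept so more efflux inhibition; some compounds called inactive have numbers as strong as hits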
# proCasp7 act: counter-screen for procaspase-3 activators: activators of human procaspase-7; P55210; activation, % at 8.5 µM; AID 463210; 330,000 tested, 0.093% active; recombinant procaspase-7, Ac-DEVD-pNA absorbance 405 nm; D23A/D198A/D206A triple mutant, cannot self-cleave; scale: DMSO 0, 5 µM enzyme 100;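 active = percent activation above the screen-wide mean plus 3 SD, cut at about 25% in these data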
# Target sequence (P55210 whole entry D23A/D198A/D206A): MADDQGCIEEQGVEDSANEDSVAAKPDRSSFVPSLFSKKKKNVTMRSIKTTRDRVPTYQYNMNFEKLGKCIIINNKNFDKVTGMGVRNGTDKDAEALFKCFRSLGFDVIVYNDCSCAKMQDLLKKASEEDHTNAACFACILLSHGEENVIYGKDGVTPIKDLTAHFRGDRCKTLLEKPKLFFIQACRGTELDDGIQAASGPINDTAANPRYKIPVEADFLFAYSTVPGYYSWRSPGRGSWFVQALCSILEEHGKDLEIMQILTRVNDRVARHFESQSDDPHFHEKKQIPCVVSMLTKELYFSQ
#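 buffer or medium = Zinc-free HEPES/NaCl buffer, pH 7.4 | material = Procaspase-7 triple mutant (PC-7 D3A) | input = 2 µM procaspase-7 mutant as dispensed | signal = Epi-absorbance of released pNA at 405 nm, two timepoints | timing = 1 h preincubation, 2 h reaction | replicates = singlicate compound testing | evaluation = % activation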
# TPT1 inhibitor: C. albicans TPT1 enzyme inhibition; recombinant caTPT1, FP RNA substrate dephosphorylation; 300,000 tested, 0.81% active; inhibition, % at 5 µM; AID 1962;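 active = inhibition above the mean of all tested compounds plus 3 SD, set per screening campaign, cut at about 24% in these data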;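 also: plate controls were DMSO alone for no effect and ferristatin control at 100 nM for full effect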
# PP1 counter: PP1-alpha (human) inhibition in PP5 counter-screen; P62136; AID 2235; 320,000 tested, 0.9% active; purified PP1alpha, OMFP fluorescence; inhibition, % at 6.7 µM;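 active = inhibition above the mean inhibition of all tested compounds plus 3 SD, computed separately for each screening campaign, cut at about 15% in these data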
# Numbers without * were called inactive; . = no result given. Random draw from the library, and some 2.9% of all compounds hit somewhere here.
SMILES,proCasp3 act,core dimer inh,JMJD2C inh,Fh CTSL1 inh,PP5 inh,Efflux pump mplx,proCasp7 act,TPT1 inhibitor,PP1 counter
CCOc1ccc(S(=O)(=O)N2CCN(C(=O)c3ccccc3Cc3ccccc3)CC2)cc1,-1,5,9,-1,0.3,-0.1,-3,1,-4
C/C(=N\NC(=O)COc1ccccc1[N+](=O)[O-])c1cccc(NC(=O)c2ccncc2)c1,-5,-4,-4,-7,2.4,0.6,3,1,-2
O=C1/C(=C\c2cccnc2)SC(=S)N1c1ccc(F)cc1,-4,1,2,0,-2.6,-0.1,-5,2,4
CCC(=O)n1nc(NCc2ccccc2OC)nc1NCc1ccccc1OC,-3,0,-8,0,1.6,0.0,3,-2,1
O=C(CC1(O)C(=O)c2ccccc2C1=O)c1ccccc1,2,-8,4,3,-2.9,-0.1,-13,2,-13
COc1c2c(c(C)c3c1C(=O)OC3)O[C@@]1(C)CC[C@@]3(O)C(C)(C)OC(=O)CC[C@]3(C)[C@H]1C2,5,-4,2,25*,-0.4,-0.2,3,-1,-6
COc1ccc(C2(C)NC(=O)N(CC(=O)c3cc(C)n(C4CC4)c3C)C2=O)cc1 (stereo unspecified),10,.,2,.,2.4,0.0,-9,.,0
Brc1cccc(-c2nc3cccnc3nc2-c2cccc(Br)c2)c1,4,-2,-19,4,3.3,0.5,-5,0,4
O=C(CN1CCN(S(=O)(=O)c2cccc(Br)c2)CC1)N1CCCCC1,0,.,10,.,2.8,-0.2,2,.,-2
Cc1ccc(C(=O)NCCNS(=O)(=O)c2ccccc2[N+](=O)[O-])cc1,1,-2,-11,-5,2.4,0.8,5,2,-1

# Entries above that have nitrogen in an aromatic ring, in the order listed:
SMILES,proCasp3 act,core dimer inh,JMJD2C inh,Fh CTSL1 inh,PP5 inh,Efflux pump mplx,proCasp7 act,TPT1 inhibitor,PP1 counter
C/C(=N\NC(=O)COc1ccccc1[N+](=O)[O-])c1cccc(NC(=O)c2ccncc2)c1,-5,-4,-4,-7,2.4,0.6,3,1,-2
O=C1/C(=C\c2cccnc2)SC(=S)N1c1ccc(F)cc1,-4,1,2,0,-2.6,-0.1,-5,2,4
CCC(=O)n1nc(NCc2ccccc2OC)nc1NCc1ccccc1OC,-3,0,-8,0,1.6,0.0,3,-2,1
COc1ccc(C2(C)NC(=O)N(CC(=O)c3cc(C)n(C4CC4)c3C)C2=O)cc1 (stereo unspecified),10,.,2,.,2.4,0.0,-9,.,0
Brc1cccc(-c2nc3cccnc3nc2-c2cccc(Br)c2)c1,4,-2,-19,4,3.3,0.5,-5,0,4

# Further results:
SMILES,proCasp3 act,core dimer inh,JMJD2C inh,Fh CTSL1 inh,PP5 inh,Efflux pump mplx,proCasp7 act,TPT1 inhibitor,PP1 counter
COc1ccc(C2C(C#N)=C(N)N(N(C)C)C3=C2C(=O)CCC3)cc1 (stereo unspecified),6,-1,-4,1,4.4,0.1,10,-1,1
O=C(Cn1c(NCCCO)nc2ccccc21)c1ccc(Br)cc1,-2,-7,31,-1,-3.6,0.0,-7,-3,0
CCC(=O)N1c2ccc(S(=O)(=O)CCC(=O)Nc3nccs3)cc2CC1C (stereo unspecified),4,5,2,0,0.4,0.1,-11,-1,-4
CCOc1ccc(NC(=O)[C@H](Cc2ccccc2)NC(=O)C2CCNCC2)cc1,-3,-9,-1,-2,-0.9,0.0,-5,-4,-1
Cc1cc(N2CCCCC2C)nc(-c2ccccc2O)n1 (stereo unspecified),3,4,1,2,0.1,-0.1,-9,1,-2
Cc1ccc(Nc2nc(N)c([N+](=O)[O-])c(NCc3ccco3)n2)cc1C,-2,3,-7,8,5.2,-0.6,-6,-1,6
Cc1nn(-c2ccccc2)c(N)c1C(c1ccc(C(C)C)cc1)c1c(C)nn(-c2ccccc2)c1N,6,12,1,-4,6.3,0.1,-8,2,7
O=C(COc1ccc(Br)cc1)NCCNC(=O)c1ccncc1,6,0,-3,-1,-2.1,-0.1,0,0,-4
Cc1ccccc1NC(=O)CNc1ccccc1C(=O)NCc1ccco1,-8,23,5,2,4.1,-0.1,-1,-2,1
Cc1cc(C(=O)NNC2CC(=O)N(c3ccc4ccccc4c3)C2=O)c(C)o1 (stereo unspecified),2,0,-2,0,0.8,0.0,9,0,1
CCC1CCC(NC2CCCCNC2=O)CC1 (stereo unspecified),2,-7,27,2,0.4,0.0,-1,0,-2
O=C1NCCCC1C(=O)Nc1cccc(C(F)(F)F)c1 (stereo unspecified),-3,-1,-3,-3,2.6,-0.1,12,0,1
Cc1csc2nc(CNS(=O)(=O)N(C)C)cn12,6,-5,2,0,1.0,-0.1,17,0,-3
O=C(O)c1cccc(Sc2ccc(Br)cc2C(=O)O)c1,-3,.,0,.,-1.1,0.4,7,.,-4
O=C(NCCc1ccccc1)C1c2ccccc2C(=O)N1C1CC1 (stereo unspecified),3,-5,8,-1,7.2,-0.1,10,1,-3
O=C(CN(Cc1ccccc1)C(=O)CCC(=O)Nc1nccs1)NCc1ccc(F)cc1,4,0,-9,-2,2.4,0.1,-2,-2,0
S=c1[nH]nc(-c2ccco2)n1/N=C/c1ccc(Cl)cc1Cl,-16,3,53,0,0.6,0.1,-14,-6,5
CC(/C=C/c1ccccc1)=N/NC(=O)c1nc2nc(C)cc(C)n2n1,-8,-4,15,-7,0.1,0.2,3,1,-5
CCOC(=O)N1CCN(CC(=O)c2ccc3c(c2)CCN3C(C)=O)CC1,1,6,-8,1,1.7,0.0,-7,6,-1
O=C(O)CC(CC(=O)Nc1ccc(F)c(Cl)c1)c1ccc(Cl)cc1Cl (stereo unspecified),2,-6,4,-4,2.9,0.1,0,-3,5
Cc1ccc(S(=O)(=O)Nc2ccc(C(=O)Nc3ccncc3)cc2)cc1,5,3,-5,0,2.0,0.0,5,-2,0
CN1CCN(S(=O)(=O)c2ccc(NC(=O)C3CCCO3)cc2)CC1 (stereo unspecified),2,2,3,-1,-1.0,-0.2,2,-6,-4
O=C(/C=C/Nc1ccc(F)c(Cl)c1)c1ccco1,5,-7,3,0,4.0,-0.2,6,-1,2
CN(C)S(=O)(=O)c1ccc(Cl)c(NC(=O)COc2ccccc2[N+](=O)[O-])c1,2,2,3,-7,1.2,0.1,0,-1,0
CCn1c(NCc2cccc(OC)c2OC)nc2ccccc21,22*,-3,-6,0,-3.9,0.0,17,-4,-2
O=C(Nc1ccc(Cc2ccncc2)cc1)c1ccc(N2CCOCC2)c([N+](=O)[O-])c1,4,-2,1,-1,3.3,0.0,9,-3,-1
CCN(CC(=O)NCc1cccs1)C(=O)c1ccccc1Cl,-8,-3,-14,-1,-2.3,0.2,6,-2,-1
CC1CCCC(C)N1/N=C/c1cc(Br)c(O)c(Br)c1 (stereo unspecified),2,-8,-2,-4,-1.8,-0.3,11,-2,-4
CN(CCC1CCOCC1)C(=O)CC1C(=O)NCCN1CC1CCCCC1 (stereo unspecified),-5,-2,-12,3,-0.4,0.1,11,-4,-1
C/C(=N/NC(=O)c1ccccc1)c1ccc(NC(=O)C(F)(F)F)cc1,1,-11,-4,0,-2.5,0.1,9,-3,-2
O=C(OCc1ccc2c(c1)OCO2)c1ccc(S(=O)(=O)N2CCCCC2)cc1,-9,6,-7,4,-0.2,0.0,-2,-3,-3
O=C(COc1ccccc1[N+](=O)[O-])NCc1cccnc1,12,-3,4,-2,1.1,-0.1,5,0,2
Cc1ccsc1/C=N/Nc1ccc(F)cc1F,4,-15,-2,5,-1.6,-0.1,-8,1,1
CSC1=C(C#N)C(c2ccncc2)C(C(=O)Nc2ccccc2)=C(C)N1 (stereo unspecified),3,2,-4,-1,2.2,0.4,-4,-1,-1
COc1ccc(/C=C2/C(=O)N(c3cccc(F)c3)N=C2C)c(OC)c1,-3,-2,3,-2,3.7,0.1,-10,3,0
COc1ccc(/C=C/C(=O)NCCSCc2ccco2)cc1,-6,6,-6,0,-0.1,0.0,-1,5,-4
CCCC[C@@H]1CN=C(N)N1CCc1cccc(F)c1,-1,1,2,-7,0.8,0.2,-1,-4,-3
COc1cccc(OCC(=O)NNC(=O)C(=O)Nc2cccc(C)c2)c1,-8,1,9,-14,-0.3,-0.2,-12,-2,3
CC(Sc1nncn1C)C(=O)Nc1ccccc1-c1ccccc1 (stereo unspecified),4,-17,-2,-7,-3.8,0.0,3,3,4
COc1ccc(S(=O)(=O)Cc2ccc(C(=O)NC3CCCCC3)o2)cc1,11,-7,-2,-8,-2.6,-0.3,3,0,-1
CN(CC(=O)Nc1ccccc1Cl)C(=O)c1cc(=O)[nH]c2ccccc12,2,0,9,11,-3.7,-0.1,-1,-8,3
COc1ccccc1-c1nn(-c2ccccc2)cc1C(=O)N1CCN(C(=O)c2ccco2)CC1,3,.,1,.,-1.8,-0.1,0,.,-5
CN1CCN(c2ccccc2NC(=O)c2ccc(-c3ccccc3)cc2)CC1,2,-9,-9,-5,4.2,0.0,6,0,1
Cc1ccc(N(CC(=O)NC2CC3CCC2C3)S(C)(=O)=O)cc1C (stereo unspecified),4,-2,-6,0,1.7,-0.2,2,0,-2
CCOC(=O)c1c(CCl)nc2ccccc2c1C,2,0,57,-6,2.2,0.1,-1,-1,4
CCOC(=O)c1cnc2c(c(C)nn2CC)c1Cl,-2,4,4,5,-0.7,0.0,6,-1,-3
CCNc1nc(NC(C)(C)C)nc(N2CCCCC2)n1,6,-1,3,4,2.8,0.5,-4,3,12
CCn1c(/C=C/c2ccccc2C)nc2ccccc2c1=O,-7,1,-1,5,0.1,0.1,4,3,-2
CCCc1cc(=O)[nH]c(Nc2ccc3c(c2)OCCO3)n1,-1,-7,-12,-3,1.3,-0.2,2,3,0
CC(NC(=O)COc1ccccc1)C(c1ccccc1)N1CCN(C)CC1 (stereo unspecified),-3,-7,-4,-2,2.9,0.2,-3,-5,-2

# Remaining list, next part:
SMILES,proCasp3 act,core dimer inh,JMJD2C inh,Fh CTSL1 inh,PP5 inh,Efflux pump mplx,proCasp7 act,TPT1 inhibitor,PP1 counter
CC(C)c1cccc(C(C)C)c1NC(=O)CN1CCCC1,-1,6,-3,-2,1.2,-0.1,7,-1,-4
CC(C)(C)c1cc(N2CCOCC2)n2ncc(-c3ccccc3)c2n1,-4,-3,-13,2,-0.5,0.0,-11,1,-4
O=[N+]([O-])CC(=Nc1ccc(F)cc1)N/N=C\c1oc(O)c2ccccc12,-3,22,-4,-5,0.6,0.2,-5,7,7
CCOc1cccc(C(=O)Nc2ccccc2OC(F)F)c1,0,-2,0,-1,-0.5,0.0,15,-3,0
Cc1ccc(-c2cc(C(=O)NCCCN3CCOCC3)c3ccccc3n2)cc1C,4,7,-28,-2,-0.2,-0.1,0,-2,-6
CCCCCCOc1ccc(N2C(=O)CC(N3CCN(C(=O)c4ccco4)CC3)C2=O)cc1 (stereo unspecified),-11,6,2,0,1.9,0.1,12,-2,2
CCOC(=O)C1CCN(C(=O)C2CCN(C(=O)c3ccc([N+](=O)[O-])cc3)CC2)CC1,-2,0,44,1,-3.0,0.2,2,1,-5
Cc1ccccc1NS(=O)(=O)c1cc(C(N)=O)ccc1C,-5,-5,-4,-2,0.2,-0.1,7,-2,-6
